# FLuc modulator = counter-screen for miR-21 project: firefly luciferase inhibitors or activators; P08659; purified FLuc, Km substrates, luminescence inhibition; Potency, µM (titrated, usually from 57.5 µM), for inactives: at the top dose activity change, negative = inhibition, actives largely listed as inhibitors; 360,000 tested, 6.9% active;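 further: plate controls were vehicle for no effect and reference inhibitor for full effect; nearly all actives have a fitted effect of over 55% in size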
#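 Purified P. pyralis luciferase (10nM final) with 10uM D-luciferin and 10uM ATP (Km levels) in 50mM Tris acetate pH 7.5, 10mM Mg acetate, 0.01% Tween-20, 0.05% BSA; qHTS 6-point titration, ~60 µM downward; luminescence read.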
# RORg inh = inhibitors of mouse ROR gamma transcriptional activity; Drosophila S2 Gal4-RORgamma UAS-luciferase reporter, 20 h; Potency, µM (series often up to 53.6 µM), for the others: at the highest dose activity change, negative = inhibition, usual class: inhibitors; 310,000 tested, 5.4% active; AID 2551; further: on the % scale 0 is the no-effect control and ±100 the full control effect; nearly all actives have a fitted effect of over 60% in size
#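 In this cell-based reporter format, copper sulfate (700 uM final) drives Gal4–ROR gamma fusion expression from a metallothionein promoter in Drosophila Schneider cells; compounds preincubated 1 hr, reporter read after 20 hr at ambient temperature.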
# Rab9 promoter act = activates the Rab9 promoter; Huh7 Rab9 promoter-luciferase reporter, luminescence, 24 h; AID 485297; Potency, µM (top dose mostly 9.22 µM), inactives show at the highest dose activation, negative = inhibition, usual class: activators; 320,000 tested, 2.8% active; further: % of control where 0% means no effect; nearly all actives have a fitted effect of over 60% in size
#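 Measured in stably transfected Huh7 cells bearing a Rab9 promoter–luciferase construct: 24 h compound treatment at 37 °C, followed by luminescence detection.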
# uPA surface inh = blocks generation of uPA at the cell surface | cell surface uPA generation assay, qHTS | Potency, µM (doses to about 38.3 µM), without a hit: at the top dose activity change, negative = inhibition, most hits filed as inhibitors | 330,000 tested, 0.31% active; active means well fitted inhibition curve with a large enough effect; inconclusive means small, poorly fitted or top-dose-only effect; inactive means no such curve, though single readings can be large or run the other way; tested in mouse RAW 264.7 cells; further: on the % scale 0 is the no-effect control and ±100 the full control effect; nearly all actives have a fitted effect of over 55% in size
# BRCA1 expr up = BRCA1 expression activation. Potency, µM (titrated, usually from 46.1 µM), for the others: at the top dose activation, actives largely listed as activators. MCF7-BRCA1-FFLuc reporter, luminescence, 48 h; response scale: scaled: vehicle 0%, 10 µM genistein 100%. 380,000 tested, 1.1% active; further: nearly all actives have a fitted effect of over 80% in size; some results filed as inactive show a strong effect at the top dose
#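 MCF7 cells carrying a BRCA1-firefly luciferase reporter (2000 cells/well, phenol-red free MEM) were attached for 2 h at 37 °C, then given compounds for 48 h. Luminescence was read 15 min after luciferase reagent; activity normalized to genistein (10 microM) and DMSO.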
# NPC1 promoter act = activates the NPC1 promoter; Huh7 NPC1 promoter luciferase reporter, 24 h; Potency, µM (doses to about 9.22 µM), without a hit: top-dose activation, most hits filed as activators; 320,000 tested, 2.4% active; AID 485313;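 further: % of control where 0% means no effect; nearly all actives have a fitted effect of over 60% in size; reporter is driven by a mutant NPC1 promoter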
#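 Cells: Huh7 expressing luciferase under the NPC1 promoter, 1500/well. Seeded 2 h, compound added, incubated 24 h at 37 °C. Luciferase reagent, 10 min ambient, then luminescence.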
# ELG1 genotoxic = genotoxicity induction in ELG1-luciferase HEK293T cells. 330,000 tested, 1.3% active. HEK293T ELG1-luciferase reporter, luminescence, 16 h. Potency, µM (highest dose often 46 µM), for the others: at the highest dose activity change, positive = activation, usual class: activators; further: % of control where 0% means no effect; nearly all actives have a fitted effect of over 60% in size
#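 Genotoxic stress is detected as increased luminescence from luciferase-tagged ELG1 in HEK293T cells, measured with ONE-Glo after a 16 hr treatment at 37 °C.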
# p53 reactivator = re-activators of mutant p53. H1299 p53-A138V BP100-luciferase reporter, luminescence, 24 h. Potency, µM (titrated, usually from 92.2 µM), inactives show at the highest dose activity change, positive = activation, usual class: activators. 320,000 tested, 0.063% active; further: % of control where 0% means no effect; nearly all actives have a fitted effect of over 45% in size
#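 p53-null H1299 cells stably carrying temperature-sensitive p53-A138V and a BP100-luciferase reporter were pinned with compounds (4-point, 1:5 series) and held 24 hrs at 37 deg C. Luminescence was read 10 min after detection reagent.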
# MBNL1-CUG inh = blocks human MBNL1 binding to CUG repeat RNA. Potency, µM (series often up to 57.5 µM), without a hit: at the highest dose activity change, negative = inhibition, usual class: inhibitors. 280,000 tested, 0.036% active. TR-FRET MBNL1-His/biotin-(CUG)12 binding, 665/545 ratio. AID 2675; active means well fitted inhibition curve with a large enough effect in the signal ratio, with a control signal flat, not every such curve was filed as active; inconclusive means small, poorly fitted or top-dose-only effect, or effect the other way, or a change in a side signal; inactive means no such curve, though single readings can be large or run the other way; the % refers to the signal ratio; further: on the % scale 0 is the no-effect control and ±100 the full control effect
#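 TR-FRET between His-tagged MBNL1 and biotin-(CUG)12 RNA, detected with Tb anti-His antibody (0.055 ng/ul) and streptavidin-XL665 (5 nM), 60 min at room temperature. Compounds titrated 92 nM to 58 uM; 665/545 nm ratio normalized to buffer and complex controls.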
# CXXC DNA block = inhibitors of human MLL CXXC domain-DNA interaction. Q03164. MLL-CXXC / FITC-HOXA9 DNA fluorescence polarization. Potency, µM (doses to about 115 µM), inactives show at the highest dose activity change, negative = inhibition, usual class: inhibitors. 290,000 tested, 0.037% active. AID 2662; active means well fitted inhibition curve with a large enough effect in the polarisation, with a control signal flat, not every such curve was filed as active; inconclusive means small, poorly fitted or top-dose-only effect, or effect the other way, or a change in a side signal; inactive means no such curve, though single readings can be large or run the other way; the % refers to the polarisation
#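 Fluorescence polarization: 7 uM MLL-CXXC (stock) preincubated 5 min with compounds, then 50 nM fluorescein-HOX-A9 DNA (stock) added; 30 min ambient. Buffer 50 mM Tris-HCl pH 7.5, 50 mM NaCl, 1 mM DTT, 0.05% BSA.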
# VP16 counter = Gal4-VP16 reporter inhibition counter-screen; Drosophila S2 Gal4-VP16 UAS-luciferase, luminescence, 20 h; Potency, µM (titrated, usually from 53.6 µM), inactives show at the highest dose activity, negative = inhibition, actives largely listed as inhibitors; 310,000 tested, 3.5% active;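 further: Gal4-VP16 expression switched on by copper sulfate through the metallothionein promoter; on the % scale 0 is the no-effect control and ±100 the full control effect; nearly all actives have a fitted effect of over 50% in size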
# Active calls of the source: *; ? = inconclusive; nt = no result given; [ ] = remark or other dose. Unless noted, the call rests on the fitted dose curve; in most records, active means well fitted curve in the direction sought with a large enough effect; inconclusive means small, poorly fitted or top-dose-only effect, or another doubt; inactive means no such curve, though single readings can be large; an effect the other way counts as inactive or inconclusive. Potency means the concentration at half of the fitted maximal effect. A portion of the library; rates above refer to the full screens.
SMILES,FLuc modulator,RORg inh,Rab9 promoter act,uPA surface inh,BRCA1 expr up,NPC1 promoter act,ELG1 genotoxic,p53 reactivator,MBNL1-CUG inh,CXXC DNA block,VP16 counter
CC(NC(=O)Cn1nc(C(=O)O)c2ccccc2c1=O)c1ccccc1 (stereo not drawn),5%,-7%,-9%,-3%,15%,-4%,0%,3%,-1%,1%,-7%
COC(=O)c1ccc(NS(=O)(=O)c2ccc3c(c2)n(C)c(=O)n3C)cc1,5%,?,4%,-1%,-27%,2%,3%,nt,-5%,6%,-22%
Nc1ccc(-c2nnnn2-c2ccc(N)cc2)cc1,3%,1%[1.91 µM],5%,1%,4%,-4%,1%,4%,-4%,3%,-1%
O=C(CSc1ccc(Cl)cc1)NC(=O)NC1CCCC1,-1%,nt,-4%,11%,-7%,0%,-1%,5%,nt,nt,nt
O=C(CSc1nccc(-c2cccs2)n1)Nc1ccc(F)c(Cl)c1,-5%,40%,0%,5%,-38%,4%,-2%,-4%,10%,2%,26%
CC(Sc1nc2ccccc2[nH]1)C(=O)O (stereo not drawn),4%,25%,-4%,3%,-3%,2%,-1%,3%,-4%,16%,-12%
O=C1CN(c2nc3ccccc3n3cnnc23)CC(=O)N1CCc1ccccc1,-2%,-15%,-3%,5%,-2%,0%,1%,0%,0%,2%,-2%
Cc1ccc(OCC(=O)N2CCC(C)CC2)c([N+](=O)[O-])n1,5%,nt,1%,0%,-7%,1%,0%,?,nt,nt,nt
Cc1ccc(S(=O)(=O)N2CCN(C(=O)COC(=O)CCOc3cc(C)ccc3C)CC2)cc1,-4%,nt,-2%,4%,-10%,1%,2%,5%,nt,nt,nt
Cc1cc(C)n(CC(=O)N2CCCC(N3CCN(c4ccc(F)cc4)CC3)C2)n1 (stereo not drawn),-1%,0%,20%,-12%,-10%,-1%,-3%,9%,-11%,-1%,1%
CCN(CC)CCOc1nnc(-c2ccc(C)cc2)c2ccccc12,-4%,2%,-4%,3%,-24%,-1%,-4%,-5%,-3%,4%,?
CCn1c(=S)[nH]c2sc3c(c2c1=O)CCCC3,?,0.45µM*,-3%,-22%,2%,-3%,-4%,-8%,17%,-23%,0.63µM*
O=C(COC(=O)CCCOc1ccccc1)NNC(=O)c1ccc([N+](=O)[O-])cc1,2%,-5%,-2%,7%,0%,3%,2%,-7%,?,-2%,0%
S=C1NCN(Cc2ccccc2)CN1C1CCCCC1,-1%,0.79µM*,-1%,-1%,2%,0%,18%,-3%,1%,-4%,4µM*
CC1(C)Cc2nc3oc4c(NCc5ccccc5)ncnc4c3cc2CO1,-3%,?,2%,-1%,3%,19%,-2%,-2%,10%,2%,-3%
O=C(c1cc2ccccc2oc1=O)N1CCN(Cc2ccc3c(c2)OCO3)CC1,3%,-5%,-5%,-1%,-24%,-1%,-3%,0%,-1%,1%,-2%
COCCNC(=O)C(C)OC(=O)c1cc2sccc2n1C (stereo not drawn),-1%,20%,-3%,0%,0%,2%,0%,-5%,2%,3%,2%
CC1CN(C(=O)Nc2cccc(C(F)(F)F)c2)CC(C)O1 (stereo not drawn),3%,6%,5%,4%,0%,-4%,0%,2%,-3%,-5%,12%
CCOC(=O)N1CCN=C1SCc1ccc(C(F)(F)F)cc1,-1%,8%,-9%,8%,-1%,-8%,-12%,-1%,-3%,0%,-13%
O=C1c2ccccc2C(=O)N1Nc1ccccc1,1%,8%,-3%,13%,16%,3%,-2%,0%,16%,-5%,1%
CN(C)S(=O)(=O)c1ccc(N2CCCC2=O)c([N+](=O)[O-])c1,-1%,2%[10 µM],-3%,-1%,-14%,1%,0%,-3%,nt,12%,3%
COc1ccc(CC(NC(C)=O)C(=O)N2CCN(C(=O)Nc3cccc(Cl)c3)CC2)cc1OC (stereo not drawn),0%,45%,0%,2%,24%,-1%,3%,-3%,?,3%,10%
CC(=O)N/C(=C\c1ccccc1)C(=O)OCC(=O)NC(C)C12CC3CC(CC(C3)C1)C2 (stereo not drawn),4%,30%,-5%,-9%,-20%,-4%,0%,-21%,1%,-5%,?
O=C(c1ccccc1)N1CCN(C(=O)c2nn3c(C(F)(F)F)cc(-c4ccco4)nc3c2Br)CC1,1%,19%,1%,-5%,-29%,1%,-4%,0%,?,-6%,-17%
Cc1nc(Sc2ccccc2)c(C#N)cc1-c1ccccc1,-14%,42%,-1%,nt,22%,-2%,14%,12%,-15%,-4%,-12%
Cc1cc([N+](=O)[O-])ccc1NC(=O)c1sc2ncn(CC(=O)N3CCOCC3)c(=O)c2c1C,0%,2%,-2%,3%,5%,1%,-1%[9.26 µM],-1%,0%,-3%,-2%
COc1cccc(OC)c1C(=O)Nc1ccc2nc(C)c(C)nc2c1,-11%,-1%,22%,2%,48%,17%,4%,nt,?,3%,5%
Cc1cccc(C)c1NC(=O)COC(=O)CN1C(=O)C2CCCCC2C1=O (stereo not drawn),nt,nt,-1%,11%,-15%,1%,1%,-4%,nt,nt,nt
Cc1ccc(-n2c(-c3ccccc3)c[nH]c2=S)cc1,-9%,2.2µM*,3%,nt,-22%,-6%,-13%,8%,0%,10%,6.3µM*
CC(C)CCn1c(SCC(=O)NC2CCS(=O)(=O)C2)nc2cc(Cl)ccc2c1=O (stereo not drawn),0%,nt,-2%,1%,-22%,2%,17%,5%,nt,nt,nt

# A stretch taken from the entries so far, as a working copy:
SMILES,FLuc modulator,RORg inh,Rab9 promoter act,uPA surface inh,BRCA1 expr up,NPC1 promoter act,ELG1 genotoxic,p53 reactivator,MBNL1-CUG inh,CXXC DNA block,VP16 counter
CN(C)S(=O)(=O)c1ccc(N2CCCC2=O)c([N+](=O)[O-])c1,-1%,2%[10 µM],-3%,-1%,-14%,1%,0%,-3%,nt,12%,3%
COc1ccc(CC(NC(C)=O)C(=O)N2CCN(C(=O)Nc3cccc(Cl)c3)CC2)cc1OC (stereo not drawn),0%,45%,0%,2%,24%,-1%,3%,-3%,?,3%,10%

# Continuation.
SMILES,FLuc modulator,RORg inh,Rab9 promoter act,uPA surface inh,BRCA1 expr up,NPC1 promoter act,ELG1 genotoxic,p53 reactivator,MBNL1-CUG inh,CXXC DNA block,VP16 counter
COc1ccccc1N1CCN(C(CNS(=O)(=O)c2ccccc2)c2cccnc2)CC1 (stereo not drawn),0%,22%,-8%,10%,2%,-5%,-1%,-6%,8%,23%,13%
CS(=O)(=O)N1CCC(C(=O)NCc2ccc(F)cc2Cl)CC1,3%,?,-6%,15%,-4%,-3%,2%,9%,-10%,4%,14%
O=C(Nc1nnc(C2=COCCO2)o1)c1cccc(F)c1,-14%,0.63µM*,-1%,1%,-1%,11%,-2%,2%,6%,-10%,0.56µM*
CCC(C(=O)Nc1nc(C)c(C)s1)c1ccccc1 (stereo not drawn),?,?,0%,3%,-38%,-2%,-5%,10%,3%,3%,?
O=C(Nc1cc(S(=O)(=O)Nc2ccc(Cl)cc2)ccc1N1CCCCC1)c1ccc(F)cc1,1%,?,0%,-9%,-59%,0%,-8%,19%,-5%,10%,-26%
CC12C(=O)N(c3cccc(OC(=O)c4ccco4)c3)C(=O)C1C1c3ccccc3C2c2ccccc21 (stereo not drawn),0%,?,-2%,7%,-31%,0%,-2%,-1%,-5%,58%[activator],3%
CCSc1nc(N2CCOCC2)c2c(c1C#N)CCCC2,0%,4%,-6%,7%,-11%,2%,-8%,18%,9%,1%,-9%

# Complete entries, looked up by structure.
# `COc1ccccc1N1CCN(C(CNS(=O)(=O)c2ccccc2)c2cccnc2)CC1` (stereo not drawn) as listed: FLuc modulator = 0%; RORg inh = 22%; Rab9 promoter act = -8%; uPA surface inh = 10%; BRCA1 expr up = 2%; NPC1 promoter act = -5%; ELG1 genotoxic = -1%; p53 reactivator = -6%; MBNL1-CUG inh = 8%; CXXC DNA block = 23%; VP16 counter = 13%
# `CCC(C(=O)Nc1nc(C)c(C)s1)c1ccccc1` (stereo not drawn) as listed: FLuc modulator = ?; RORg inh = ?; Rab9 promoter act = 0%; uPA surface inh = 3%; BRCA1 expr up = -38%; NPC1 promoter act = -2%; ELG1 genotoxic = -5%; p53 reactivator = 10%; MBNL1-CUG inh = 3%; CXXC DNA block = 3%; VP16 counter = ?
